pPAFAH inh: pPAFAH enzyme inhibitors, primary screen, biochemical, fluorescence polarization, human. Platelet-activating factor acetylhydrolase (Homo sapiens), Q13093. recombinant pPAFAH, FP-rhodamine probe fluorescence polarization. inhibition, % at 3.39 µM. 330,000 compounds, 1.5% hits;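 active = inhibition above the mean inhibition across the screen plus 3 SD, cut at about 25% in these data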;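 note: inhibitors block binding of the rhodamine activity-based probe so polarization drops; 0% = enzyme with DMSO and 100% = wells lacking pPAFAH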
PME-1 primary: PME-1 inhibitors via competitive probe labeling, primary screen, biochemical, fluorescence polarization, FP-Rh probe, HTS. Protein phosphatase methylesterase 1 (Homo sapiens), Q9Y570. recombinant PME-1. inhibition, % at 5.9 µM. 320,000 compounds, 0.53% hits;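 active = inhibition above the campaign mean of all compounds plus 3 SD, cut at about 26% in these data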;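 note: competitive labeling of PME-1 active site by serine hydrolase directed probe; 0% = PME-1 with DMSO and 100% = wells lacking PME-1 enzyme; inhibitors block probe labeling so polarization falls and inhibition rises; many of its hits are not listed in these tables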
PAFAH1B3 inh: PAFAH1B3 enzyme inhibitors, primary screen, biochemical, fluorescence polarization, human; Platelet-activating factor acetylhydrolase IB subunit alpha1 (Homo sapiens), Q15102; recombinant PAFAH1B3, FP-rhodamine probe; inhibition, % at 3.39 µM; 340,000 compounds, 0.28% hits; AID 492972, 2010;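 active = inhibition above the screen-wide average of all tested compounds plus 3 SD, cut at about 25% in these data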;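 note: 0% = enzyme with DMSO only and 100% = wells lacking PAFAH1B3 protein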
PAFAH1B2 FP inh: PAFAH1B2 enzyme inhibitors, primary screen, biochemical, fluorescence polarization, human. Platelet-activating factor acetylhydrolase IB subunit alpha2 (Homo sapiens), P68402. recombinant PAFAH1B2, FP-rhodamine activity probe. inhibition, % at 3.39 µM. 340,000 compounds, 1.2% hits. AID 492953, 2010;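 active = inhibition above the mean of all tested compounds plus 3 SD, cut at about 24% in these data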;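 note: 0% = enzyme with DMSO and 100% = wells lacking PAFAH1B2; many of its hits are not listed in these tables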
Fam108B inh: mouse Fam108B serine hydrolase inhibitors, primary screen, counter-screen for RBBP9 inhibitor project, biochemical, fluorescence polarization | recombinant Fam108B, FP-Rh probe fluorescence polarization | inhibition, % at 9.51 µM | 300,000 compounds, 0.33% hits;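 active = inhibition above the screen mean inhibition plus 3 SD, computed separately per campaign, cut at about 18% in these data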;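 note: inhibitors lower polarization as less probe binds the enzyme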
PAD4 FP inh: human PAD4 inhibitors, primary screen, biochemical, fluorescence polarization, 1536-well format; Protein-arginine deiminase type-4 (Homo sapiens), Q9UM07; recombinant PAD4, RCA probe fluorescence polarization; inhibition, % at 6.36 µM; 330,000 compounds, 0.41% hits; AID 485272, 2010;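 active = percent inhibition above a cutoff equal to the mean of all tested compounds plus 3 SD, cut at about 15% in these data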;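 note: 0% = PAD4 with RCA probe and DMSO and 100% = probe without PAD4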
Target sequence (Q9UM07 whole entry, looked up): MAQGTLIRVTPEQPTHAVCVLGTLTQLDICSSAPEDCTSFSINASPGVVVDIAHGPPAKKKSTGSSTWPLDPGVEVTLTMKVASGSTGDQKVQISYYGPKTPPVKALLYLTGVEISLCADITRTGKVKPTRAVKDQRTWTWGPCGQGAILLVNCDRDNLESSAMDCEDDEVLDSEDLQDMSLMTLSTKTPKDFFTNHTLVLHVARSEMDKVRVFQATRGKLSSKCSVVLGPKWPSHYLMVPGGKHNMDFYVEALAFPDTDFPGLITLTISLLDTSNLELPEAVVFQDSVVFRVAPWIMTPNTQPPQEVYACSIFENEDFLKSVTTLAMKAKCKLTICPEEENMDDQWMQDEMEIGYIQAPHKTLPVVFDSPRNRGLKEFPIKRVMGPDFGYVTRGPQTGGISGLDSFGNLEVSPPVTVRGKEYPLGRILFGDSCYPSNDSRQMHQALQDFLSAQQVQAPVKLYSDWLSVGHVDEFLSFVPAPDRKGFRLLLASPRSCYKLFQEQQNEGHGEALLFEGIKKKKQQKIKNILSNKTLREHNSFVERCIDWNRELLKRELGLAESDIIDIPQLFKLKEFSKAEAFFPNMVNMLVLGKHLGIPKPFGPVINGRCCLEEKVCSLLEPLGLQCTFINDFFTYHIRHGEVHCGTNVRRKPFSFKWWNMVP
LYPLA1 counter: LYPLA1 inhibitors, primary screen, counter-screen for PME1 inhibitor project, biochemical, fluorescence polarization, FP-Rh probe ABPP. Acyl-protein thioesterase 1 (Homo sapiens), O75608. recombinant LYPLA1. inhibition, % at 5.9 µM. 320,000 compounds, 0.16% hits. AID 2174, 2009;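 active = inhibition above the mean of all tested compounds plus 3 SD, set per campaign, cut at about 14% in these data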;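 note: inhibitors block serine hydrolase probe labeling of LYPLA1 so polarization falls; 0% = enzyme with DMSO and 100% = wells lacking LYPLA1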
PAFAH2 inh: PAFAH2 enzyme inhibitors, primary screen, biochemical, fluorescence polarization, human; recombinant PAFAH2, FP-rhodamine activity probe; inhibition, % at 3.39 µM; 340,000 compounds, 0.99% hits; Platelet-activating factor acetylhydrolase 2, cytoplasmic (Homo sapiens), Q99487;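 active = inhibition above the mean over all tested compounds plus 3 SD, cut at about 30% in these data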;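 note: inhibitors block probe labeling of enzyme so polarization drops; 0% = enzyme with DMSO and 100% = wells lacking PAFAH2 protein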
GSTO1 counter: inhibitors of recombinant GSTO1, primary screen, counter-screen for RBBP9 inhibitor project, biochemical, fluorescence polarization; AID 1974, 2009; activity-based probe fluorescence polarization; inhibition, % at 5.96 µM; Glutathione S-transferase omega-1 (Homo sapiens), P78417; 300,000 compounds, 1.1% hits;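 active = inhibition above the campaign mean inhibition plus 3 SD, cut at about 35% in these data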;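 note: 0% = GSTO1-1 with DMSO and 100% = wells lacking GSTO1-1 enzyme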
Target sequence (P78417 whole entry, looked up): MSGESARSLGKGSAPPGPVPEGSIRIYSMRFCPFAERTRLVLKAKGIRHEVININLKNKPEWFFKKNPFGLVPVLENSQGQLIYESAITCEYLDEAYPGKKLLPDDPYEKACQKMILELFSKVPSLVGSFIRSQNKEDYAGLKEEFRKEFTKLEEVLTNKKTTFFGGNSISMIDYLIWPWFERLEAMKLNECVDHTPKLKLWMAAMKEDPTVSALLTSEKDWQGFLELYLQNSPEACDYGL
Starred values were filed as active, the others as inactive; · = not tested or not shown.

SMILES	pPAFAH inh	PME-1 primary	PAFAH1B3 inh	PAFAH1B2 FP inh	Fam108B inh	PAD4 FP inh	LYPLA1 counter	PAFAH2 inh	GSTO1 counter
COCc1cc(=O)[nH]c(-c2ccccc2)n1	-2	-2	6	-2	2	-6	0	-3	5
CCN(CC)C(=O)Cn1ncc2c1-c1ccccc1OC2	-3	-8	-5	3	3	5	-2	-1	-4
CC(=O)Nc1ccc(NC(=O)CSc2ccc(-c3sc(C)nc3C)nn2)cc1	1	2	3	7	1	2	-1	-1	4
O=C(NC(=S)N1CCOCC1)C12CC3CCC(CC(C3)C1)C2	-3	1	5	13	-2	4	9	-2	-2
O=C(Cc1cn(Cc2cccc(Cl)c2)c2ccccc12)N1CCCC1	8	5	14	1	-1	1	-2	0	-2
CCO[C@H]1OC(C(=O)Nc2ccccc2)=C[C@@H](c2cn(C(C)=O)c3ccccc23)[C@@H]1CCCO	-3	-6	2	8	-2	-7	-9	-4	-2
Cc1onc(-c2ccccc2Cl)c1C(=O)N(Cc1nc(-c2ccccc2)no1)C1CCCCC1	-3	-5	-6	0	-8	1	-6	-5	-4
Cc1cccc(C)c1N1CCc2cn[nH]c21	2	-4	-7	7	2	-1	-1	-13	-3
O=C(CSc1nnc(-c2ccncc2)n1Cc1ccco1)Nc1ccccc1Cl	-6	-10	3	-3	-3	1	-3	-4	-5
CC(C)CNC(=S)NNC(=O)c1csc2c1CCC(C)C2 (centres undefined)	6	3	8	7	4	1	-3	3	8
CN1CCN(c2ccc(S(=O)(=O)N3CCCCC3)cc2NC(=O)COc2cccc(Cl)c2)CC1	-3	1	1	6	-7	-5	0	8	0
Fc1ccccc1-n1cn[nH]c1=S	-1	2	-5	1	-2	-6	3	-6	-2
CC(C)(C)SCCNC(=O)/C=C/c1ccc([N+](=O)[O-])cc1	4	2	6	3	-2	-1	2	0	3
CC1CC(Nc2ccccc2N)=CC(=O)O1 (centres undefined)	0	2	8	7	2	-3	-1	-10	-6
N#Cc1nc(COc2ccc(-c3ccccc3)cc2)oc1NCc1cccnc1	2	-2	-5	0	-7	-1	-5	3	-4
Cc1ccccc1C(=O)Nc1ccccc1N1CCCCC1	2	4	0	12	0	3	-4	-5	1
CC1CCCN(C(=O)c2nn(C)c3c2CS(=O)(=O)c2ccccc2-3)C1 (centres undefined)	2	-1	-1	0	-1	-3	1	-2	-1
COc1cc(C(=O)NCC(=O)N2CCN(S(=O)(=O)c3cc(C)ccc3C)CC2)cc(OC)c1OC	0	15	10	1	0	-5	-1	4	2
COc1cc(OC)c(C(=O)Nc2ccncc2)cc1OC	-3	-2	3	-4	-2	-2	-2	0	4
CC(C)C1S/C(=N/N=C/c2cccs2)NC1=O (centres undefined)	-2	2	-4	5	2	-4	3	1	2
O=C(CCN1C(=O)c2ccccc2S1(=O)=O)Nc1cccc2ccccc12	2	1	8	6	2	-5	-3	1	5
CCOC(=O)NC(C(Cl)(Cl)Cl)S(=O)(=O)c1ccccc1 (centres undefined)	-1	-2	-1	4	1	3	2	-4	27
CC(C)[C@H]1C(=O)Nc2ccccc2N1C(=O)N[C@@H](Cc1ccccc1)C(=O)N[C@H](C(=O)O)c1ccccc1	3	-1	2	-10	3	-12	4	6	3
Cc1ccc(C2CC(=O)Oc3cc(C)cc(C)c32)cc1 (centres undefined)	-2	·	-21	-16	·	-6	·	-16	·
COc1cc2[nH]c(=S)n(CCN3CCCCC3C)c(=O)c2cc1OC (centres undefined)	6	8	9	2	1	4	3	10	6
c1ccc(-n2c(-c3ccncc3)nnc2N2CCOCC2)cc1	1	-4	-1	1	2	0	-1	-3	1
CC(C)n1c(-c2cccs2)nc2ccccc21	6	-3	2	1	4	1	-3	3	8
Cn1nnnc1SCCNCc1cccc2ccccc12	-1	-5	3	3	-4	-4	0	7	0
CCOc1ccc(-c2cccc(NC(=O)c3cccs3)c2)nn1	5	1	-1	-4	-4	-1	-4	2	-1
NNC(=O)c1nn(-c2ccc(Cl)cc2)cc1O	34*	-42	8	2	3	-1	-4	-10	10
COc1ccc(C)cc1S(=O)(=O)N(C)CC(=O)NC1CCCC1	3	2	13	-4	-2	-2	1	6	3
CC1CC1C(=O)OCC(=O)Nc1ncc(Cl)cc1Cl (centres undefined)	17	-1	8	3	3	0	3	31*	8
COc1ccccc1NC(=O)C1CCN(S(=O)(=O)c2ccc3c(c2)NC(=O)C(C)S3)CC1 (centres undefined)	4	5	-6	5	-2	-9	3	-21	-4
COc1ccc(-c2c(C)oc3cc(O)cc(O)c3c2=O)cc1OC	-6	-2	1	6	4	-1	2	8	-1
O=C(Cn1nc(-c2cccc(Cl)c2)ccc1=O)Nc1ccccc1Br	8	3	14	4	0	1	2	-4	0
O=C(/C=C/c1ccco1)Nc1cccc(S(=O)(=O)N2CCOCC2)c1	-2	-4	9	0	3	-4	0	0	-3
CCc1cccc(NC(=O)CN(c2ccc(OC)cc2)S(=O)(=O)c2c(C)n[nH]c2C)c1	10	-4	1	2	-1	-4	0	-4	-2
CCN(CC)C(=O)C1=C(C)NC(=O)NC1c1c(F)cccc1Cl (centres undefined)	-3	-8	-5	1	-2	8	0	5	1
COc1ccc(NC(=O)c2ccc3ncsc3c2)cc1	-9	-6	0	3	-3	-4	-3	8	4
COc1cccc(C=Nc2ccc3c(c2)OCCO3)c1O	5	4	4	1	0	-3	1	-2	5
CC(=C/c1ccccc1)/C=N/NC(=O)c1cccs1	-4	-3	·	·	-5	0	-4	·	-14
Cc1nc2ncnn2c(C)c1CCC(=O)N1CCOCC1	-1	4	-5	1	0	-4	-4	1	-2
CCOc1ccc(N2CC(C(=O)NCCc3ccc(S(N)(=O)=O)cc3)CC2=O)cc1 (centres undefined)	6	-4	-5	3	4	-6	0	4	6
CCN(CC)c1ccc(NC(=O)CSc2nc(C)cc(=O)[nH]2)cc1	-5	-1	8	3	-2	-16	5	4	10
CCOc1cccc2sc(N(CCCN(C)C)C(=O)c3ccc(C(=O)c4ccccc4)cc3)nc12	2	7	10	4	3	0	-3	-1	-3
CC(C)C(C(=O)Nc1ccccc1)N1C(=O)c2ccccc2C1=O (centres undefined)	6	-8	13	-1	4	-6	0	-5	7
CCn1c(CNC(=O)Cc2ccc(OC)cc2)nnc1SCC(=O)Nc1nccs1	7	0	0	6	-2	-3	0	1	-1
CCCCC(=O)Nc1nnc(CCOC)s1	0	8	3	-1	2	-3	1	0	1
Cc1onc(-c2ccccc2)c1C(=O)NCC1COc2ccccc2O1 (centres undefined)	1	-3	5	3	0	1	2	-5	1
COc1c2ccoc2nc2c(OC)cccc12	8	3	0	3	-2	-3	0	2	-2

Next part:
SMILES	pPAFAH inh	PME-1 primary	PAFAH1B3 inh	PAFAH1B2 FP inh	Fam108B inh	PAD4 FP inh	LYPLA1 counter	PAFAH2 inh	GSTO1 counter
COC(=O)c1ccc(OCC(O)CNCC(c2ccc(OC)cc2)N(C)C)c(OC)c1 (centres undefined)	2	-2	-4	-1	-2	2	-3	6	2
C=C1C[C@@]23CCC4[C@@](C)(CCC[C@@]4(C)C(=O)O)C2CC[C@]1(O)C3 (some centres undefined)	3	6	5	-3	·	-5	1	9	·
COc1cccc(C(=O)N(CN2CCCC2=O)c2ccccc2OC)c1	8	-3	-6	-2	-2	3	-3	-4	-5
COc1ccc(C(=O)Cn2nnc(-c3cccs3)n2)cc1	-1	2	3	7	-1	3	0	-7	5
Cc1ccc(S(=O)(=O)N2CCCC2C(=O)N2CCCCCC2)cc1 (centres undefined)	1	-5	8	4	4	0	0	-7	-2
COc1ccc(N2CCN(c3cc(C)nc4ccc(OC)cc34)CC2)cc1	-1	1	6	3	-1	0	1	1	-11
O=C(N/N=C1\CC2CC=CC12)c1ccc(O)cc1 (centres undefined)	2	-2	9	2	0	2	-1	-8	-1
COc1ccc(N=c2oc3ccccc3cc2C(=O)Nc2ccccn2)cc1OC	1	4	·	·	0	-4	0	·	6
Cc1ccc(-c2nn(C)c(=O)c3ccccc23)cc1CNC(=O)c1ccccc1	-2	2	·	·	-1	3	-3	·	-10
Cc1ccc(Cn2nc(C)cc2C(=O)Nc2ccc(Cl)cc2)cc1	-5	-15	·	·	-15	-1	-18	·	-16
Cc1ccc(-c2nc(CN3CCN(C(=O)C4CCCO4)CC3)cs2)cc1 (centres undefined)	0	-5	0	-4	-3	2	0	-3	1
Cc1c(NC(=O)CSc2ccccc2Cl)c(=O)n(-c2ccccc2)n1C	3	2	-4	4	0	-3	7	7	-1
COc1ccc(Br)cc1CN1CCCC(C(=O)N2CCCCCC2)C1 (centres undefined)	3	-1	6	1	-1	0	4	2	7
Cn1c(=O)c2c(nc(NC3CCCCC3)n2CC(O)COc2ccccc2)n(C)c1=O (centres undefined)	5	9	-1	-5	-1	1	1	6	-1
O=C(NC(=S)N1CCCc2ccccc21)c1ccccc1	6	-2	1	8	-7	-3	-3	-5	-6
COc1ccc(C(=O)N2CCc3cc(OC)c(OC)cc3C2)cc1OC	2	0	-1	-3	2	-4	0	-12	4
CCc1ccc(C(=O)C(C)OC(=O)C2COc3ccccc3O2)cc1 (centres undefined)	3	0	6	1	-2	2	-1	-1	-5
O=C1OC(N2C(=O)CC[C@H]2C(=O)NCC2CCCO2)c2ccccc21 (some centres undefined)	4	9	4	6	-4	0	6	6	7
Cc1ccc(Cl)cc1N(Cc1ccc(C(=O)NCc2cccnc2)cc1)S(=O)(=O)c1ccccc1	2	-5	3	3	-8	6	-7	-4	3
CN(C)CCn1c(=O)n(-c2cccc(Cl)c2)c(=O)c2c3c(sc21)CCCCC3	9	3	-2	3	2	-1	-2	-4	-1
COc1ccc(NC(=O)CCCc2ccccc2)c(OC)c1	4	-2	-2	-5	6	-4	2	3	-4
CCOC(=O)N1CCN(c2c(Nc3ccc4c(c3)OCCO4)c(=O)c2=O)CC1	-6	17	0	2	2	-1	0	2	1
O=C1C(C=NCCCN2CCOCC2)=C(O)c2ccccc21	-6	-1	4	3	2	0	5	7	-2
COc1cc(NC(=O)c2[nH]c(C)c(C(C)=O)c2C)cc(OC)c1OC	5	6	1	5	-1	-3	4	2	3
OCC1(CCCc2ccccc2)CCN(Cc2cnc(N3CCOCC3)s2)CC1	1	-3	3	8	3	-3	2	5	28
O=C1C2CC=CCC2C(=O)N1c1ccc(NCCc2ccccc2)c([N+](=O)[O-])c1 (centres undefined)	-3	0	11	-4	5	1	3	-2	1
COc1ccc(NC(=O)CSc2nnnn2C2CCCCC2)cc1	1	6	0	0	3	-2	-4	2	3
COc1ccc(CCNC(=O)CSc2nc3scc(-c4ccccc4)c3c(=O)[nH]2)cc1	2	·	1	8	·	-4	·	10	·

An excerpt (hit frequency here may not be typical).
